BoNT F protease: blocks Botulinum neurotoxin F light chain protease; 360,000 compounds, 0.22% hits; inhibition, % at 10 µM; Multiplex microsphere protease cleavage assay, flow cytometry; in the data active = inhibition above about 35%, passing the limit was not always enough; inconclusive = no clear call, values can overlap the other calls; note: plate controls were buffer without enzyme for full effect and enzyme alone for no effect
GDH-TPI inh: counter-screen for M. tuberculosis FBA inhibitors: GDH-TPI coupled enzymes. inhibition, % at 4.8 µM. AID 588335. GDH-TPI coupled enzyme counterscreen, NADH absorbance. 360,000 compounds, 1.2% hits;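 note: 0% = DMSO wells and 100% = wells lacking the enzyme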
CCHFV vOTU inh: blocks the CCHF virus ovarian tumor domain protease | inhibition, % at 11.5 µM | 370,000 compounds, 0.55% hits | AID 651958 | CCHFV vOTU protease, Pep-AMC fluorescence; note: 0% = vehicle wells with enzyme and 100% = no enzyme wells
Mtb UGM inh: blocks M. tuberculosis UGM enzyme; P9WIQ1; purified UGM, fluorescence polarization probe displacement; inhibition, % at 10 µM; 320,000 compounds, 0.06% hits; AID 504406; in the data active = inhibition above about 10%, passing the limit was not always enough; inconclusive = no clear call, values can overlap the other calls
Target sequence (P9WIQ1 whole entry, looked up): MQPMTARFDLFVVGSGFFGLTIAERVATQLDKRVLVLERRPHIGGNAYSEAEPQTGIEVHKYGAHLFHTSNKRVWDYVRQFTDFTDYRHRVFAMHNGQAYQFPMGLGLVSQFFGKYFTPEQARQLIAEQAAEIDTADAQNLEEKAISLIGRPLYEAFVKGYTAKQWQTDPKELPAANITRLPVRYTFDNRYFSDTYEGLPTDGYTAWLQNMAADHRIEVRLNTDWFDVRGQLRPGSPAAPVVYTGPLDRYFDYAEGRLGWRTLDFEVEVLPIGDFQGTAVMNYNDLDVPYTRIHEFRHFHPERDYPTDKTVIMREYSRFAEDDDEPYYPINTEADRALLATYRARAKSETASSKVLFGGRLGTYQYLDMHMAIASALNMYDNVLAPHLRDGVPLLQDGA
MazF activator: increases E. coli MazEF RNase cleavage of RNA; activation, % at 20 µM; FAM/BHQ RNA-DNA oligo cleavage fluorescence, 5 h; AID 504720; P0AE70; 350,000 compounds, 0.32% hits; in the data active = activation above about 50%
Target sequence (P0AE70 whole entry, looked up): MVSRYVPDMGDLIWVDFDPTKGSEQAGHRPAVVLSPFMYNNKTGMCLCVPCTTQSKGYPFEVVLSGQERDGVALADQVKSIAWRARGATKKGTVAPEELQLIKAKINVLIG
FBA Mtb inh: Mtb fructose-bisphosphate aldolase inhibition; purified M. tuberculosis FBA, fluorescence read-out; P9WQA3; inhibition, % at 1 µM; AID 588726; 360,000 compounds, 2.3% hits; in the data active = inhibition above about 27%;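 note: 0% = vehicle and 100% = reference inhibitor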
VHR inh abs: blocks human VHR1 dual specificity phosphatase; P51452; recombinant VHR phosphatase, pNPP absorbance; inhibition, % at 13.3 µM; 290,000 compounds, 0.52% hits; in the data active = inhibition above about 50%; note: some compounds called inactive have numbers as strong as hits
Target sequence (P51452 whole entry, looked up): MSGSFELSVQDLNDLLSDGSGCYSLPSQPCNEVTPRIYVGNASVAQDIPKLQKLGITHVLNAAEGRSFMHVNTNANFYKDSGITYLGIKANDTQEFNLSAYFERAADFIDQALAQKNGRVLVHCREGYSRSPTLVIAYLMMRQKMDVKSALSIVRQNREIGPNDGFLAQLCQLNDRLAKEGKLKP
Rv3671c protease: inhibits the M. tuberculosis serine protease Rv3671c; P9WHR9; inhibition, % at 5.96 µM; 320,000 compounds, 0.048% hits; AID 2606; in the data active = inhibition above about 38%;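 note: extracellular domain of Rv3671c used as enzyme; 0% = enzyme with DMSO and 100% = no enzyme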
Target sequence (P9WHR9 whole entry, looked up, the tested form may be a part): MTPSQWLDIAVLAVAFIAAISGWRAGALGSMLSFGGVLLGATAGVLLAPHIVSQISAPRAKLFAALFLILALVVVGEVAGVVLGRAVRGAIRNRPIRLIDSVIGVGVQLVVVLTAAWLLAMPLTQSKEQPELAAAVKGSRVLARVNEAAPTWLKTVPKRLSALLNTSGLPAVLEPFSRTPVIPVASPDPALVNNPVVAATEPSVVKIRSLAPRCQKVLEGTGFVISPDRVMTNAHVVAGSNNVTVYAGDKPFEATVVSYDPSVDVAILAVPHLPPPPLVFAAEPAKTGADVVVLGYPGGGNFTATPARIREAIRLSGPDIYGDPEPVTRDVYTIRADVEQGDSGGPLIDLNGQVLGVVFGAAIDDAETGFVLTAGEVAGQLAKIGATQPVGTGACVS
BioA inh: blocks M. tuberculosis BioA enzyme activity. purified M. tuberculosis BioA enzyme, plate reader. inhibition, % at 9.99 µM. 360,000 compounds, 0.096% hits. AID 602481; in the data active = inhibition above about 40%; inconclusive = no clear call, values can overlap the other calls
FadD28 FP inh: M. tuberculosis FadD28 bisubstrate binding inhibition | FadD28 bisubstrate probe binding, fluorescence polarization | 360,000 compounds, 0.22% hits | inhibition, % at 12.5 µM | AID 588549; in the data active = inhibition above about 8.5%, passing the limit was not always enough; inconclusive = no clear call, values can overlap the other calls
The depositor's hits bear a star; ? = inconclusive; · = not tested or not shown. Cut-off read from the data, not from the text of the source, unless noted: active = inhibition above about 30%; inactive = the rest. Rows were taken by chance. About 4.9% of those tested had a hit in this group.

item	mol	BoNT F protease	GDH-TPI inh	CCHFV vOTU inh	Mtb UGM inh	MazF activator	FBA Mtb inh	VHR inh abs	Rv3671c protease	BioA inh	FadD28 FP inh
1	COCCN(C(=O)Nc1ccccc1OC)c1nc2ccccc2s1	?	-8	6	1.0	-3	-2	8	-7	1.3	-4.1
2	Cc1cc(C(=O)Nc2ccccc2C(=O)O)oc1C	0	16	-4	2.3	1	-1	15	3	0.2	-2.2
3	CCN1C(=O)C(CC(=O)NCCc2ccccc2)N(NC(=O)c2cccnc2)C1=S (stereo not given)	-4	-5	0	2.8	2	1	4	8	-0.9	-1.0
4	COc1ccc(NC(=O)c2ccc3c(=O)n(-c4ccc(OC)cc4OC)c(=S)[nH]c3c2)c(OC)c1	-3	4	4	0.0	5	-3	19	-10	·	-6.2
5	Oc1ccc(-c2n[nH]c(=S)n2-c2ccc3c(c2)OCCO3)c(O)c1	-2	1	-1	0.4	4	-14	-1	-16	-0.5	0.3
6	COc1cc(Cl)c(C)cc1NC(=O)Cn1c(NCCO)nc2ccccc21	-2	-2	3	-0.1	-4	-3	-5	-11	-0.8	-3.4
7	Cc1cccc(OCc2ccc(C(=O)Nc3ccc(F)cc3)cc2)c1	-3	4	11	-3.6	-5	0	18	-10	·	-0.5
8	CC(Oc1ccc(Cl)cc1)C(=O)Nc1ncccn1 (stereo not given)	0	-5	-7	0.5	3	-3	7	0	0.3	-4.4
9	NC(=O)C1(N2CCCCC2)CCN(S(=O)(=O)c2ccc(Cl)s2)CC1	12	7	15	-0.1	2	1	-4	-2	-1.3	-1.1
10	CC(=O)Nc1ccc(S(=O)(=O)N2CCC(NC(C)=O)(c3cccc(F)c3)CC2)cc1	1	-1	3	1.1	2	-4	18	-6	-4.7	-1.7
11	CN(C(=O)COc1ncnc2sccc12)c1ccccc1	-4	-7	14	-1.2	4	4	-20	-3	0.4	-1.5
12	Cc1ccc(C(=O)C=Cc2ccc3c(c2)OCO3)c(C)c1	-8	11	-11	·	-6	3	·	·	·	-1.5
13	CCOc1ccc(OCCC(=O)N(CC)CC(=O)NCc2ccc(Cl)cc2)cc1	6	4	5	0.0	4	-3	·	-7	·	-1.8
14	N#CC1=C(N)OC2=C(C(=O)CCC2)C1c1cc2c(cc1Cl)OCO2 (stereo not given)	?	10	-12	1.8	4	3	9	1	-0.5	?
15	Cc1ccccc1C(=O)N(CC(=O)Nc1sc(C)c(C)c1C(N)=O)C1CCCC1	-1	8	22	-0.4	-14	1	-12	9	-1.0	·
16	CCOC(=O)c1ccc(NC(=O)COC(=O)Cc2csc(-c3ccccc3)n2)cc1	-2	-9	2	3.7	-3	0	0	-19	-0.7	-7.2
17	Cc1cc(O)c(/C=N/Nc2ccccc2)c(=O)o1	3	14	6	-1.7	4	2	-9	8	0.2	-2.9
18	N#Cc1ccc(S(=O)(=O)NC[C@H]2O[C@@H](n3cnc4c(N)ncnc43)[C@H](O)[C@@H]2O)cc1	4	6	-5	·	7	-3	·	·	-0.2	-2.3
19	CSc1ccc(Cl)c(C(=O)NCCOc2ccccc2)c1	-2	-6	7	-1.3	-8	-1	10	6	0.7	-2.8
20	CC(C)CN1C=C2C(=O)C(C)(OC(=O)CCc3ccccc3)C(=O)C=C2C=C1c1ccc(C#N)cc1 (stereo not given)	-20	9	5	-0.1	-30	-1	7	-9	1.7	-3.0
21	FC(F)(F)c1nnc2ccc(N3CCOCC3)nn12	?	5	2	-1.0	6	0	22	-6	0.2	-3.1
22	Cc1cc(C(=O)N/N=C/c2ccc([N+](=O)[O-])o2)c(C)o1	3	41*	26	2.0	-1	1	1	0	·	-1.1
23	CCOc1ccc(N2CC(=O)N(c3ccc(OCC)cc3)CC2=O)cc1	2	-10	1	0.0	6	4	5	-3	0.7	0.4
24	CCOc1ccc(NS(=O)(=O)c2ccc(C(=O)NCC(c3ccccc3OC)N3CCCC3)cc2)cc1 (stereo not given)	-4	6	13	-0.2	7	1	·	5	·	-7.9
25	CCN(CC)C(=O)C(=O)c1cn(CC(=O)N2CCc3ccccc3C2)c2ccccc12	-4	4	8	-0.7	4	-3	-13	0	4.3	-1.5

(list continues)
item	mol	BoNT F protease	GDH-TPI inh	CCHFV vOTU inh	Mtb UGM inh	MazF activator	FBA Mtb inh	VHR inh abs	Rv3671c protease	BioA inh	FadD28 FP inh
26	CC1Cc2cc(S(=O)(=O)N3CCN(C)CC3)ccc2N1C(=O)C1CC1 (stereo not given)	4	3	-11	4.7	-12	4	-9	-4	-0.7	-2.0
27	O=C1OC(Oc2ccc(Br)cc2)(c2ccccc2)c2ccccc21 (stereo not given)	-9	12	11	·	-4	-1	·	·	0.4	-5.4
28	O=C(COC(=O)CNC(=O)c1ccc(Cl)cc1Cl)NC1CC1	-1	21	9	0.4	11	2	·	0	-2.4	-2.4
29	Cc1cccc(NC(=O)c2cc(S(=O)(=O)N3CCCCC3)c[nH]2)c1	-7	6	4	·	·	2	·	·	-1.4	0.3
30	COc1ccc(CCNC(=O)CN2C(=O)CSc3ccc(S(=O)(=O)N4CCOCC4)cc32)cc1OC	8	-2	-6	6.5	2	-3	-1	-7	0.1	-2.4
31	O=c1cccc2n1CC1CC2CN(C(c2ccccc2)c2sc3ncnn3c2O)C1 (stereo not given)	-10	10	-5	2.3	-8	-1	2	0	-2.2	-1.6
32	CSc1nnnn1-c1c(C)cc(C)cc1C	?	0	-3	1.4	2	1	8	7	·	-1.2
33	CCn1cc(C(=O)NCc2ccc(Cl)cc2)c(=O)c2cc(S(=O)(=O)N(C)C)ccc21	20	4	13	1.1	4	-1	2	-19	-0.9	-4.4
34	CCc1nc2c(OCCOc3ccccc3)cccn2c1N(C)C(=O)c1cccs1	-1	4	-4	·	·	-1	·	·	-0.3	-4.8
35	CN(C)S(=O)(=O)c1cccc(COC(=O)CN2CCCCCC2=O)c1	0	5	0	0.7	8	-1	25	-2	-1.3	1.6
36	CCN(CC)C(=O)c1cnn(-c2ccccc2)c1NC(=O)c1ccco1	1	6	-13	-1.1	-2	-1	10	11	-0.7	1.0
37	CCc1ccc(OCC(=O)NNC(=O)CSc2ncnc3sc(C)c(C)c23)cc1	-2	11	6	-1.0	-18	1	19	-1	-3.6	-0.6
38	CC(C)(C)c1ccc(C(=O)c2c[nH]c(C(=O)NCC3CCCO3)c2)cc1 (stereo not given)	-2	-1	2	1.7	8	5	-4	0	-1.2	-4.0
39	Cn1nc(C(=O)OCC(=O)N2CCc3ccccc32)c2ccccc2c1=O	-10	6	5	-0.2	-3	3	18	-14	-2.1	-2.1
40	C/C(=N\NC(=S)Nc1ccccc1)c1c(O)n(C)c(=O)n(C)c1=O	-3	3	5	0.2	5	1	10	-4	·	-3.6
41	CN(Cc1ccccc1)C(=O)c1ccc(NC(=O)Cc2cccc(NC(=O)C3CCCN(C(=O)CCc4ccccc4)C3)c2)cc1 (stereo not given)	-6	-8	20	0.1	-4	-2	·	-31	7.9	-3.5
42	CCOC(=O)N1CCN(C(=S)NC(=O)c2cc(Br)ccc2Cl)CC1	-8	1	-11	0.9	4	-1	5	1	·	-0.4
43	COc1ccccc1CCC(=O)OCC(=O)Nc1cc(C)nn1-c1ccccc1	-5	10	-4	0.9	7	-2	·	-1	0.3	-3.9
44	CCN(CC)S(=O)(=O)c1ccc(NCCc2ccccn2)nc1	1	-8	6	-0.7	8	1	23	-1	0.5	-2.4
45	NC(=NC(=O)c1ccccc1)N1CCN(C(c2ccccc2)c2ccccc2)CC1	?	-8	-1	-0.2	2	0	29	-4	-0.4	-4.0
46	N#Cc1c(/N=C/c2cccs2)sc2c1CCCCC2	2	-4	-5	-0.5	3	0	-8	-8	·	-4.3
47	O=C(CN1CCN(Cc2ccc(Cl)cc2)CC1)N/N=C/c1ccncc1	-5	5	-21	1.2	8	-3	4	-5	·	-2.4
48	CC(OC(=O)c1ccc(NC(=O)CC#N)cc1)C(=O)Nc1ccc(Oc2ccccc2)cc1 (stereo not given)	-2	2	0	0.9	·	0	2	-70	-0.4	-2.0
49	CC(=O)Nc1ccc2c(c1)C(N1CC3CCC(CC3)C1)c1ccccc1-2 (stereo not given)	-2	14	13	·	-2	1	·	·	-5.1	-0.5
50	Cn1c(SCc2nc(-c3cccs3)no2)nnc1C1CCCCC1	-2	-2	0	-0.9	6	3	-12	3	4.1	0.1

New compounds follow:
item	mol	BoNT F protease	GDH-TPI inh	CCHFV vOTU inh	Mtb UGM inh	MazF activator	FBA Mtb inh	VHR inh abs	Rv3671c protease	BioA inh	FadD28 FP inh
51	O=C(c1cccc(C(F)(F)F)c1)c1c[nH]c(C(=O)NCCCN2CCOCC2)c1	-3	0	-1	1.1	6	1	6	3	·	0.3
52	COCCCN1CN=C(NS(=O)(=O)c2ccc(C)cc2)NC1	4	11	13	-0.4	4	1	36	2	-0.8	-0.8
53	Cc1nc2nc(SCC(=O)NCc3ccco3)nn2c(C)c1Cc1c(F)cccc1Cl	10	-9	3	0.0	4	4	51*	-4	48*	-4.0
54	Cc1cc(=O)[nH]c(SCC(=O)N2CCCCC2)n1	16	1	-2	-1.3	8	2	-1	3	-2.8	-1.4
55	Cc1cc(OCC(=O)N2CCC(C(N)=O)CC2)c2c(C)cc(=O)oc2c1	-3	9	-14	2.7	6	33*	17	-6	-0.8	-1.8
56	CN1C(=O)N(C)C(=O)C2(Cc3cc([N+](=O)[O-])ccc3N(C)C2)C1=O	-3	4	10	-0.5	-5	-11	30	6	·	-1.1
57	N#CCC(=O)Nc1ccc(C(=O)OCC(=O)N2CCCC2=O)cc1	6	6	-5	-0.8	1	4	·	1	0.4	-0.7
58	COc1cccc(NC(=O)c2cc([N+](=O)[O-])ccc2NC(=O)CNCC2CCCO2)c1 (stereo not given)	-8	13	11	-2.4	0	0	20	-2	·	-0.8
59	Cc1c(C#N)c(N)c(C(=O)c2ccccc2)n1Cc1ccccc1	-6	8	7	5.0	-4	-2	12	1	·	-1.2
60	Cc1ccc(NC(=O)C2CCN(S(=O)(=O)c3c(C)noc3/C=C/c3ccco3)CC2)nc1	-1	27	-1	0.2	-1	-6	-7	-2	-2.8	-3.1
61	COc1ccc(F)cc1-c1cc(C(=O)NCc2cccc(Cl)c2)[nH]n1	-4	-4	10	·	·	-1	·	·	-0.4	-10
62	CC(C)NC(=O)c1cc2c(-c3ccc(Cl)cc3)nn(C)c2s1	-2	2	-2	-0.8	9	12	34	-9	0.3	-1.5
63	CCc1nc(NCc2ccc3c(c2)OCO3)c2oc3ccccc3c2n1	-6	2	7	0.3	11	-2	24	-12	1.9	-7.4
64	CN1CCN(CC(=O)Nc2ccc([N+](=O)[O-])cc2Br)CC1	-6	4	10	0.6	5	-1	28	6	·	-2.1
65	CCn1c(SCC(=O)NNC(=O)c2ccccc2)nnc1-c1ccncc1	-3	9	-3	0.5	-4	0	5	-7	-0.6	1.0
66	CC(C)Oc1cccc(C2NC(=O)c3ccccc3O2)c1 (stereo not given)	?	9	-13	-0.2	-27	8	-23	-5	-1.6	0.1
67	CCC(C)C(CO)NC(=O)/C=C/[C@H]1O[C@@H](n2cnc3c(NC(=O)c4ccccc4)ncnc32)[C@H](O)[C@@H]1O (stereo not given in full)	-6	·	-1	·	·	2	·	·	0.5	-0.4
68	O=C(CSc1n[nH]c(-c2cccnc2)n1)Nc1ccc(Br)cc1	20	4	20	-6.1	9	4	10	5	24	-1.6
69	Cc1cc(C)nc(/N=C(\NC(=O)C(C)(C)C)Nc2ccccc2)n1	?	-11	6	3.3	4	-1	16	0	2.0	-3.8
70	COC(=O)C(Sc1ccc(Cl)cc1)C1SC(=S)N(Cc2ccccc2)C1=O (stereo not given)	1	-4	2	·	0	-2	·	·	-1.2	-4.5

2 entries from above, with two lines to a compound.
Results follow in this order: BoNT F protease	GDH-TPI inh	CCHFV vOTU inh	Mtb UGM inh	MazF activator	FBA Mtb inh	VHR inh abs	Rv3671c protease	BioA inh	FadD28 FP inh
#61 COc1ccc(F)cc1-c1cc(C(=O)NCc2cccc(Cl)c2)[nH]n1
  -4	-4	10	·	·	-1	·	·	-0.4	-10
#56 CN1C(=O)N(C)C(=O)C2(Cc3cc([N+](=O)[O-])ccc3N(C)C2)C1=O
  -3	4	10	-0.5	-5	-11	30	6	·	-1.1
